Bioassay records: PubChem, Fisher Drug Discovery Resource Center
hcGAS inh – blocks human cGAS activity | Q8N884 | recombinant h-cGAS, ATP depletion, Kinase-Glo luminescence | inhibition, % at 12.5 µM | 0.081% of 290,000 active | AID 1259398;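 further: 0% = vehicle reaction and 100% = reaction without DNA for no activity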
Target sequence (Q8N884 whole entry, looked up): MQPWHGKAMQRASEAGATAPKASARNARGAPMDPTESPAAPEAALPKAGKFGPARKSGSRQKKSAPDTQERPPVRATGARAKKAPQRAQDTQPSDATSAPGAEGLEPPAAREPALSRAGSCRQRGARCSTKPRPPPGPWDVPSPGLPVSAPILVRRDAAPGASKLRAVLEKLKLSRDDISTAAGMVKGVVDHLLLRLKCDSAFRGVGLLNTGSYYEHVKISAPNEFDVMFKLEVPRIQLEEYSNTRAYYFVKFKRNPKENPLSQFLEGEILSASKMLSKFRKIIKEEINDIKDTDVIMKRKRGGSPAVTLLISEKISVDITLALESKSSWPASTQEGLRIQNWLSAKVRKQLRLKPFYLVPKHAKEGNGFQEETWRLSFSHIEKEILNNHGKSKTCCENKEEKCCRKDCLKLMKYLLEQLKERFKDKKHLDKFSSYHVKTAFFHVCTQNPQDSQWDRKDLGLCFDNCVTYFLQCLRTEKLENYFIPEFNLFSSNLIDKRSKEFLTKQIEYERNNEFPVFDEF
mcGAS inh – inhibitors of mouse cGAS | Q8C6L5 | recombinant cGAS, Kinase-Glo ATP depletion luminescence | inhibition, % at 12.5 µM | 0.15% of 160,000 active | AID 1259399;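 further: 0% = negative control wells and 100% = reference inhibitor with no enzyme activity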
NPYLR7 ag – activates Aedes aegypti NPYLR7 receptor. HEK293T NPYLR7/Galpha15, GCaMP6s calcium fluorescence. activation, % at 10 µM. 0.15% of 270,000 active. AID 1259423; in the data active means activation above about 40%;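 further: 0% = vehicle and 100% = reference agonist at the receptor; some compounds past the cut are filed as inactive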
* marks the source's active call; other numbers are inactive results; x = not tested or not shown. Unless noted, no stated cut-off is given here; in the data, active means inhibition above about 40%; inactive means the rest.

Every second line gives: hcGAS inh | mcGAS inh | NPYLR7 ag
O=C(CSc1nnc(C2CC2)n1C1CC1)Nc1ccnn1C1CCCC1
→ -12 | x | 2
CCc1ccc(Cl)c(CC)c1NC(=O)C(=O)NCc1nncn1CC
→ -9 | x | 5
COC(=O)c1c(C)n(C)c2ccc(OCC(=O)NC(C)C)cc12
→ -4 | x | -1
Cn1c(SCC(=O)Nc2ccccc2)nc2sc3c(c2c1=O)CCCC3
→ -2 | x | 3
Cc1cccc(-n2ncc3c(=O)[nH]c(-n4nc(C)cc4NC(=O)c4cccs4)nc32)c1
→ -7 | -3 | x
CC(C)c1cnc(CN2CCc3ccc(S(=O)(=O)N(C)C)cc32)o1
→ 1 | x | 2
COCCN(CCC#N)S(=O)(=O)c1ccc(F)cc1F
→ -5 | x | 6
C=CCN(Cc1ccccc1OCC)C(=O)c1cccc2c1OCCO2
→ -1 | -15 | 1
CCCc1[nH]n(-c2cccc(Cl)c2)c(=O)c1/C=C1\NC(=O)N(Cc2cccc(C#N)c2)C1=O
→ -6 | -8 | 15
COc1ccc(CCOC(=O)[C@@H]2CCCN2C(=O)C=C(C)C)cc1OC
→ -1 | 1 | -8
Cc1ccc2nc(N3CCCCC3)c(C=C3SC(=S)N(C)C3=O)c(=O)n2c1
→ -3 | -8 | 1
CC(C)n1ccnc1CN1CCOC(CC2CCCCC2)C1 (stereo not given)
→ -3 | x | 7
Cn1c(NC(=O)c2ccc(Cl)cc2)cc(=O)n(C)c1=O
→ -7 | -6 | 7
CCn1c(COc2ccc(OC)cc2C(N)=O)nc2cc(F)ccc21
→ -5 | -9 | 0
CCOc1ccc(Nc2sc(C(=O)c3ccc(F)cc3)c(N)c2S(=O)(=O)CC)cc1
→ 2 | -1 | -4
COc1cccc(C(=O)N2CCN(c3cc(Cl)nc(SCC(=O)NC(C)CCc4ccccc4)n3)CC2C)c1 (stereo not given)
→ 2 | -3 | 4
O=C(NNc1nc2cc3c(cc2s1)OCO3)c1ccc(S(=O)(=O)N2CCCC2)cc1
→ -4 | -6 | -10
CC(=O)Nc1ccc(Nc2cc3[nH]c(-c4cccc(C(F)(F)F)c4)cc3cn2)cc1
→ -3 | -5 | -15
Cc1ccc(C(=O)N2CCCC(CCc3ccc(F)c(F)c3)C2)cc1O (stereo not given)
→ -6 | x | 6
COc1ccccc1Oc1ncccc1CNC(=O)CN1CCC(C)=N1
→ -9 | -11 | x

Taken from above:
`CCOc1ccc(Nc2sc(C(=O)c3ccc(F)cc3)c(N)c2S(=O)(=O)CC)cc1` | mcGAS inh = -1
`CCn1c(COc2ccc(OC)cc2C(N)=O)nc2cc(F)ccc21` | NPYLR7 ag = 0

Given comma-delimited: 2 of the compounds above.
Molecule,hcGAS inh,mcGAS inh,NPYLR7 ag
COc1cccc(C(=O)N2CCN(c3cc(Cl)nc(SCC(=O)NC(C)CCc4ccccc4)n3)CC2C)c1 (stereo not given),2,-3,4
CCn1c(COc2ccc(OC)cc2C(N)=O)nc2cc(F)ccc21,-5,-9,0

Other compounds follow:
Every second line gives: hcGAS inh | mcGAS inh | NPYLR7 ag
CCCC(=O)N1CCC1(C)C(=O)Nc1cc(C)on1 (stereo not given)
→ -8 | x | 7
COCCCn1c(O)c(C=Nc2ccc(C(C)=O)cc2)c(C)c(C#N)c1=O
→ 1 | x | 7
O=C1CSC(=O)N1CC(=O)N1CCc2c([nH]c3ccccc23)C1c1ccccc1F (stereo not given)
→ 3 | -2 | -11
CCCn1ccnc1C1CC(=O)Nc2c1c(-c1ccccc1)nn2C (stereo not given)
→ -10 | -12 | x
CCCC12CN(C(=O)[C@@H](Cc3ccccc3)NC(=O)OCc3ccccc3)CC1C(=O)NC(=O)N2 (stereo not given in full)
→ -2 | -4 | -12
COC(=O)CCCC(=O)N1CCN(c2nc3nccc(-c4cccc(C(F)(F)F)c4)n3n2)CC1
→ -4 | -5 | 1
O=c1c(N=Nc2ccc(Cl)cc2Cl)c(-c2ccccc2)[nH]n1-c1ccc([N+](=O)[O-])cc1
→ 1 | 0 | -21
Cc1ccc(C)c(-n2nc(-c3ccco3)cc2C(=O)O)c1
→ -5 | x | 7
COc1ccccc1-n1cnn(CN2CCCc3ccc(F)cc32)c1=S
→ -3 | x | 14
C=CCn1c(COc2ccc(F)cc2)n[nH]c1=S
→ 19 | 2 | 7
CN(C1CCCc2ccccc21)S(=O)(=O)c1ccc(F)c(F)c1 (stereo not given)
→ -4 | x | 8
Cc1[nH]nc2c1C(c1ccoc1)C(C#N)C(=N)O2 (stereo not given)
→ 4 | 3 | -5
Cc1cc(C)c(C(N)=O)c(N2CCN(C(=O)c3ccco3)CC2)n1
→ 0 | -2 | -2
COC(=O)C(Cc1cnc[nH]1)NC(=O)Cc1c(F)cccc1F (stereo not given)
→ -9 | -18 | -3
c1nnnn1CCc1nc(C2CC2)n[nH]1
→ -4 | x | 18
c1ccc(CCCc2noc(-c3ccc(N4CCCO4)nc3)n2)cc1
→ -10 | x | 0
CC1CCc2c(Cl)cc(Cl)c(O)c2N1 (stereo not given)
→ 5 | x | 0
CC(=O)c1cccc(NCN2C(=O)c3ccccc3C2=O)c1
→ -2 | x | 0
O=C(N=c1sccn1Cc1ccccc1F)C1CCN(C(=O)c2cccs2)CC1
→ -4 | x | 10
O=C(NCc1ccco1)c1cc(-c2ccc(F)cc2)nc2cc(-c3ccc(Cl)cc3)nn12
→ -3 | -7 | 18
CCCC1CCc2nc(NS(=O)(=O)c3cnn(C)c3)sc2C1 (stereo not given)
→ -10 | -18 | 4
Cc1cccc2sc(N(Cc3ccccn3)C(=O)c3ccc(S(C)(=O)=O)cc3)nc12
→ 5 | -8 | -3
Cc1cc(C2CCC2)nc(NCC(c2ccccn2)N2CCOCC2)n1 (stereo not given)
→ -3 | x | 0
CC(C)CC1(C)N=C(c2ccccc2)C(=S)N1 (stereo not given)
→ -10 | x | 11
CCOc1ccc(C(=O)NCC2CCCN2S(=O)(=O)c2ccccc2)cc1 (stereo not given)
→ 2 | x | -8
Cc1c(C(=O)N2CCC(N(C)c3ccccc3)CC2)[nH]c2c1C(=O)CCC2
→ -3 | x | -5
O=C(CSc1nnc2ccccn12)Nc1c(Cl)cc(Cl)cc1Cl
→ -1 | -5 | -6
COc1ccc(-c2cccc3c(N)ccnc23)cn1
→ -5 | -11 | x
CCn1cccc(-c2nnc(SCC(=O)Nc3ccc(Cl)cc3)n2C)c1=O
→ -13 | x | 6
O=C(CN1CCCC(O)C1)N1CCc2sccc2C1c1cccs1 (stereo not given)
→ -8 | -8 | 7
Cc1ccoc1C(=O)N1CCCC(CCC(=O)Nc2ccc(C(F)(F)F)cc2)C1 (stereo not given)
→ -8 | -9 | 13
O=C(NOC1CCCCO1)c1cn[nH]c1-c1ccc(Cl)cc1 (stereo not given)
→ -6 | -11 | 13
CC(C)(C)c1nc(C(C)(C)NC(=O)C23CC4CC(CC(Br)(C4)C2)C3)no1
→ -7 | x | 8
O=C(c1cc(-c2ccc([N+](=O)[O-])cc2)nn1-c1ccccc1Cl)N1CCN(Cc2ccc3c(c2)OCO3)CC1
→ -1 | -4 | 15
C=CCOCC(O)CN1CCC(=O)N(CCOC)Cc2cc3c(cc21)OCO3 (stereo not given)
→ -7 | -7 | 36
COc1cccc(-c2nccn2CCc2scnc2C)c1OC
→ -3 | x | 12
COc1ccccc1NC(=O)N(CC(=O)Nc1cc(C(C)(C)C)nn1-c1cccc(C)c1)CC(C)C
→ -6 | -7 | 16
COc1ccc(-c2csc(=Nc3cccc(Cl)c3)n2Cc2cccc(OC)c2)cc1
→ -3 | -5 | -3
Cc1ccc(NC(=O)N(C)c2c(C)noc2C)cc1
→ -7 | x | 0
CC1(C(=O)NS(=O)(=O)c2ccc(Cl)cc2)CCN1C(=O)c1ccccc1 (stereo not given)
→ 0 | x | -1
Cc1ccc(Cl)cc1N1CCN(c2ccc(S(=O)(=O)C(C)(C)C)nn2)CC1
→ -5 | -7 | x
COc1cccc2sc(N(CCCN(C)C)C(=O)c3ccc(Br)cc3)nc12
→ -6 | -9 | 7
CN(C)S(=O)(=O)N=C1C=CC(=NS(=O)(=O)N(C)C)C=C1
→ 0 | -5 | -7
CCN1C(=S)NC(c2cccc(NC(=O)Nc3c(C)cccc3C)c2)C(C(=O)OCCOC)=C1C (stereo not given)
→ -11 | -10 | x
Cn1nc(-c2ccccc2)c2c1NC(=O)CC2c1ccc2nonc2c1 (stereo not given)
→ -2 | x | 4
O=C(Nc1ccccn1)c1cccc(S(=O)(=O)N2CCCCCC2)c1
→ -5 | -6 | 2
CCc1nc2ccc(C(=O)NCCCN3CCCC3=O)cn2c1N(C)Cc1nccn1C
→ -7 | -2 | -5
O=C(NC1CC1)c1cccc(CNC(=O)N2CCCC2c2ccncc2)c1 (stereo not given)
→ -7 | x | 6
COc1ccc(-c2ccnc(SCc3ccc(C(=O)N4C5CCC4CC(Oc4ccc6c(c4)OCO6)C5)cc3)n2)cc1 (stereo not given)
→ -5 | -8 | 18
Cc1nc(-c2ccccc2)nc(N2CCN(C(=O)c3ccc(F)cc3)CC2)c1Cc1c(F)cccc1Cl
→ 0 | 0 | -4
Cc1ccc(C(c2c(O)cc(C)n(Cc3cccnc3)c2=O)N2CCCCC2)cc1 (stereo not given)
→ -6 | x | 9
COC(=O)[C@@H]1CN(C(=O)CC(C)(C)C)CCN1C(=O)CC(C)(C)C
→ -5 | -8 | -4
NS(=O)(=O)c1ccc(N2N=C(c3ccccc3)CC2c2ccccc2)cc1 (stereo not given)
→ -1 | -2 | -7
O=C(c1coc(CN2CCc3ccccc3C2)n1)N1CCSCC1
→ -7 | x | 18
Cn1ncc2c(N3CCC(OCc4cccnc4)CC3)nc(C(C)(C)C)nc21
→ -3 | x | 0
O=C(NCc1ccco1)c1cc(-c2ccc(F)cc2)nc2cc(-c3ccccc3)nn12
→ 2 | 0 | -11
CC1CCC2(CC1)NC(=O)N(CC(=O)Nc1sc3c(c1C(N)=O)CCC3)C2=O (stereo not given)
→ 0 | x | -5
CC(Cn1cncn1)N1CCN(c2cnn(C)c(=O)c2)CC1 (stereo not given)
→ -11 | x | 0
COC12C=CC(c3ccccc31)c1c(F)c(F)c(F)c(F)c12 (stereo not given)
→ 0 | x | 10
CNS(=O)(=O)c1ccc(CN2CCN(c3nc(C)cnc3C)CC2)cc1
→ -1 | -6 | 3

Other records:
Every second line gives: hcGAS inh | mcGAS inh | NPYLR7 ag
CCc1nnc(-c2cc3ccccc3n2CC(=O)NC2CCCCC2)o1
→ -5 | -10 | 2
Cc1cccc(OCC(=O)N2CCN(c3ncnc4c3nnn4Cc3ccccc3)CC2)c1
→ -4 | -11 | -4
CCS(=O)(=O)c1ccccc1C(=O)N(Cc1ccccn1)c1nc2c(F)cccc2s1
→ 2 | -8 | -1
O=C(CSc1ccc(C(=O)NCCCN2CCOCC2)cn1)c1ccc(Cl)cc1
→ 4 | 4 | -3
Cc1ccc(C)c(-n2c(C)nnc2SCC(=O)NC23CC4CC(CC(C4)C2)C3)c1
→ -3 | x | 0
CN(C)c1ncccc1CNC(=O)CCCc1cccs1
→ 4 | x | 0
Oc1ccccc1OCCOc1ccccc1O
→ -9 | -3 | -3
COc1ccc(CCC(=O)N(C)Cc2ccsc2)cc1
→ 1 | x | 0
CCN(CC)c1ccc(CN(CC(C)C)C(=O)COC)c(OS(=O)(=O)CC)c1
→ 2 | -5 | x
CCS(=O)(=O)NC1CCN(C(=O)c2cccc(C)c2)CC1
→ -7 | x | 3
CCCCCCNC(=O)CCc1c(C)nc2cc(=O)[nH]n2c1C
→ -10 | -17 | 13
Cc1ccc(C=NN2CCN(C)CC2)s1
→ -2 | -6 | 6
CC(c1ccncn1)N(C)C(=O)c1ccc(NC(=O)C2CCC2)cc1 (stereo not given)
→ 3 | x | 3
Cc1ccc(N2CC(NC(=O)N3CCn4cccc4C3c3ccccc3F)CC2=O)cc1 (stereo not given)
→ -8 | x | 11
Cc1[nH]cnc1-c1c(-c2ccccc2)ncn1CC(=O)Nc1nccs1
→ 4 | x | 12
CSC(C)Cc1c(-c2ccccc2)ncn1Cc1noc(C2CCCC2)n1 (stereo not given)
→ -11 | x | 21
FC(F)(F)c1ccc(C2c3cccn3CCCN2Cc2ccc3c(c2)OCCO3)cc1 (stereo not given)
→ -7 | -6 | -3
CCC(C)(C)NC(=O)c1ccc2c(c1)S(=O)(=O)c1ccccc1C2=O
→ -15 | -6 | 6
Cc1ccc(Cl)c(C(=O)N2CCc3c(nc(-c4ccncc4)[nH]c3=O)C2)c1
→ -3 | x | 2
COc1ccc(C2=CC(C)(c3ccc(OC)c(F)c3)Nc3ncnn32)cc1F (stereo not given)
→ -8 | x | 6

2 of the compounds above, as labelled records:
Cc1ccc(N2CC(NC(=O)N3CCn4cccc4C3c3ccccc3F)CC2=O)cc1 (stereo not given)
  hcGAS inh = -8 | mcGAS inh = x | NPYLR7 ag = 11

Cc1[nH]cnc1-c1c(-c2ccccc2)ncn1CC(=O)Nc1nccs1
  hcGAS inh = 4 | mcGAS inh = x | NPYLR7 ag = 12

(list continues)
Every second line gives: hcGAS inh | mcGAS inh | NPYLR7 ag
N#C/C(=C/c1ccc[nH]1)c1cccc(C#N)c1
→ -6 | -7 | -10
O=C(NCC1(c2ccccc2)CCOCC1)C1CC(Cc2cccc(Cl)c2)=NO1 (stereo not given)
→ -11 | -14 | 6
N=c1scc(-c2ccc(Oc3ccccc3)cc2)n1CCCS(=O)(=O)O
→ -4 | -2 | 2
C=CCN(CC(=O)N1CCc2sccc2C1c1ccc(F)cc1)C(=O)C(CC)CCCC (stereo not given)
→ -8 | -4 | 18
N#Cc1ccc(S(=O)(=O)NC(=O)CCOc2ccccc2Cl)cc1
→ -7 | -10 | 7
CC(C)c1cc(N2CC[C@@H](N3CCOCC3)[C@H](O)C2)nc(C(F)(F)F)n1
→ -7 | x | 2
CCOC(=O)CCCCCCCCCCCCC1C=CCC1 (stereo not given)
→ 0 | 2 | -13
Cc1noc(C)c1CSCC(=O)NC1COc2ccccc2C1 (stereo not given)
→ -13 | x | 4
COCCN(Cc1csc(COc2cccc3ccccc23)n1)C(=O)Nc1ccc(C)cc1
→ -6 | -5 | x
